Compound activity deposited in PubChem by Broad Institute.
STK33 kin inh: blocks human STK33 kinase activity; ADP-Glo luminescence, MBP substrate; inhibition, % at 12.5 µM; 0.44% of 27,000 active; in the data active = inhibition above about 20%; inconclusive = no clear call, values can overlap the other calls
Target sequence (Q9BYT3 whole entry, looked up): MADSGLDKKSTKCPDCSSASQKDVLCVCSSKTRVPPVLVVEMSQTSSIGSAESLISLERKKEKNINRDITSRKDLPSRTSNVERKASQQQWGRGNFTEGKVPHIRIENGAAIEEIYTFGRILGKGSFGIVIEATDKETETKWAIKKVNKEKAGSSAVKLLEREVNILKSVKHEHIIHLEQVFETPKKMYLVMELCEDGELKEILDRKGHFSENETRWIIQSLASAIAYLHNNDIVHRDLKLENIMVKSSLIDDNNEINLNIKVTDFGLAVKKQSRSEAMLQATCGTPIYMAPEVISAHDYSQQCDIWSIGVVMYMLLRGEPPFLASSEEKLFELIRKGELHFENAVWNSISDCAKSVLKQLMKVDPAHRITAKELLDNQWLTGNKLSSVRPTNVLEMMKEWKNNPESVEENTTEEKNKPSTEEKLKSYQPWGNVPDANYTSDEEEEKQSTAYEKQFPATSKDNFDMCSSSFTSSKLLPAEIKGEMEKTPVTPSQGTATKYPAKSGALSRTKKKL
mut p53 react: re-activators of the mutant p53 pathway | SW480 PUMA-promoter luciferase, p53 mutant reactivation | activation, % at 9.98 µM | 1.5% of 28,000 active | AID 624151; in the data active = activation above about 52%; inconclusive = no clear call, values can overlap the other calls
* marks the source's active call; other numbers are inactive results; ? = inconclusive; · = no result given; & = joins results of further samples. These rows are one share of the data; rates above refer to the full screens.

SMILES | STK33 kin inh | mut p53 react
COc1ccc(S(=O)(=O)Nc2ccc3c(c2)C(=O)N([C@@H](C)CO)C[C@@H](C)[C@@H](CN(C)Cc2ccc(-c4ccccc4)cc2)O3)cc1 | 3.3 | ·
CSc1cccc(NC(=O)CN(C)S(=O)(=O)c2c(C)cc(C)cc2C)c1 | -4.5 | 26.0
C[C@H]1CN([C@@H](C)CO)C(=O)c2cc(C3=CCCCC3)cnc2O[C@H]1CN(C)S(=O)(=O)c1cn(C)cn1 | · | -2.1
CC(C)NC(=O)N(C)C[C@H]1Oc2ccc(NS(=O)(=O)c3cccs3)cc2C(=O)N([C@@H](C)CO)C[C@H]1C | 2.1 | ·
C[C@@H]1CCCCO[C@H](CN(C)C(=O)Nc2ccc(C(F)(F)F)cc2)[C@@H](C)CN([C@H](C)CO)C(=O)c2cc(NS(=O)(=O)c3ccccc3)ccc2O1 | 2.5 | ·
C[C@@H]1CCCCO[C@H](CN(C)C(=O)Nc2ccccc2)[C@H](C)CN([C@@H](C)CO)C(=O)c2cc(N(C)C)ccc2O1 | · | -6.9
C[C@H](CO)N1C[C@H](C)[C@H](CN(C)CC2CCCCC2)Oc2ccc(NC(=O)NC3CCCCC3)cc2CC1=O | 0.5 | ·
C[C@H]1CN([C@@H](C)CO)C(=O)Cc2cc(NS(=O)(=O)c3ccc(Cl)cc3)ccc2O[C@@H]1CN(C)Cc1ccc(Cl)c(Cl)c1 | 9.9 | ·
O=c1c(C(F)(F)F)cccn1CCc1nc(-c2ccccc2)cs1 | 0.1 | ·
C[C@H]1CN([C@@H](C)CO)C(=O)c2cc(NC(=O)CCC(F)(F)F)ccc2O[C@H]1CN(C)Cc1ccc(Oc2ccccc2)cc1 | -1.2 | ·
CC(C)NC(=O)Nc1ccc2c(c1)CC(=O)N([C@H](C)CO)C[C@@H](C)[C@H](CN(C)Cc1ccccc1)O2 | 1.4 | ·
Cc1ccc(NC(=O)CSc2nc(C)cc(-c3ccc(Cl)cc3)n2)cc1 | -4.5 | 33.3
COc1ccc(OC)c(NC(=O)c2ccc(N(C)S(=O)(=O)c3ccc(OC)c(OC)c3)cc2)c1 | 4.5 | 26.1
CCOC(=O)c1c(NC(=O)CN2C(=O)c3ccccc3S2(=O)=O)sc2c1CCCC2 | 0.0 | 6.7
O=c1[nH]c2cc(Cl)ccc2c(-c2ccccc2)c1SC1=NCCS1 | · | -34.4
COc1cccc(C2C(C(=O)c3cc4ccccc4o3)C(=O)C(=O)N2c2nc(C)c(C)s2)c1OC (centres undefined) | -1.8 | 13.3
COC(=O)c1c(NC(=O)CCN2C(=O)c3ccccc3C2=O)sc(C)c1-c1ccccc1 | -1.6 | -10.8
CNC[C@@H]1Oc2ccc(NC(=O)NC3CCCCC3)cc2C(=O)N([C@@H](C)CO)C[C@@H]1C | 3.1 | -4.3
CCCCCCN(CCCCCC)C(=O)Cc1c(-c2ccc(F)cc2)[nH]c2ccccc12 | -2.7 | -6.1
C[C@H]1CN([C@@H](C)CO)C(=O)c2cccc(NC(=O)c3ccncc3)c2O[C@H]1CN(C)C(=O)Nc1ccccc1 | · | 5.0
O=C(NCc1ccc(Cl)cc1)C1=C[C@H](c2coc3ccccc3c2=O)C[C@H](OCCCCO)O1 | 1.2 | ·
COc1ccc(C(=O)NCCNc2ccccc2[N+](=O)[O-])cc1 | 5.5 | 45.7
Brc1ccc2nc(NCc3ccccn3)nc(-c3ccccc3)c2c1 | 2.4 | -13.0
C[C@H](CO)N1C[C@H](C)[C@H](CN(C)C(=O)Nc2ccc(C(F)(F)F)cc2)Oc2ccc(NC(=O)Nc3ccc4c(c3)OCO4)cc2CC1=O | 3.8 | ·
Nc1nnc(SC/C=C/CSc2nnc(N)s2)s1 | 0.8 | 3.3
C[C@@H]1CN([C@@H](C)CO)C(=O)c2cc(NS(=O)(=O)c3ccc(Cl)cc3)ccc2O[C@@H]1CN(C)S(=O)(=O)c1cccs1 | -0.4 | ·
COc1ccc(S(=O)(=O)N(C)C[C@H]2Oc3ccc(NC(=O)C4CC4)cc3CC(=O)N([C@@H](C)CO)C[C@H]2C)cc1 | -1.3 | ·
COc1ccc(-n2c(SCC(=O)NC3CCCCC3)nnc2-c2cccs2)cc1 | 0.9 | -20.7
Cc1nnc(SCCN2C(=O)c3ccccc3C2=O)[nH]c1=O | 0.1 | 2.7
C[C@H](CO)N1C[C@H](C)[C@@H](CN(C)C(=O)c2cccnc2)Oc2ncc(C3=CCCCC3)cc2C1=O | · | 7.5
C[C@@H]1CN([C@H](C)CO)C(=O)c2cc(NC(=O)C3CC3)ccc2O[C@H]1CN(C)S(=O)(=O)c1ccc(F)cc1 | 0.1 | ·
Cc1noc(C)c1S(=O)(=O)Nc1ccc2c(c1)CC(=O)N([C@@H](C)CO)C[C@H](C)[C@@H](CN(C)S(=O)(=O)c1ccccc1)O2 | -2.0 | 3.7
CC(=O)N1CCN(c2ccc([N+](=O)[O-])c(NCc3cccnc3)c2)CC1 | 3.3 | -3.8
Cc1nonc1OCCNc1cc(N2CCCC2)ccc1[N+](=O)[O-] | 5.8 | 89.4*
COC(=O)c1ccc(C(=O)OC)c(NC(=O)c2cnn3c(C(F)F)cc(-c4ccc(C)cc4)nc23)c1 | 1.0 | -60.2
Fc1ccccc1-c1nnc(SCc2nc3ccccc3[nH]2)n1-c1ccccc1 | -0.3 | -14.3
O=C(NCC(F)(F)F)[C@@H]1c2ccccc2C(=O)N(CC23CC4CC(CC(C4)C2)C3)[C@H]1c1ccc(CO)cc1 | -0.6 | ·
COc1c(O)cc2c(c1O)C(=O)OC(C)C(O)c1c(O)c(O)c(OC)c(O)c1C(=O)OC(C)C2O (centres undefined) | -0.8 | -6.3&-2.1
COc1ccc(CN2C(=O)[C@@H]3[C@H]4C(=O)O[C@H](c5ccccc5)[C@@H](C)N(C)C(=O)CC/C=C/[C@H]4O[C@@]34C=CCN(Cc3ccccc3)C(=O)[C@@H]24)cc1 | -0.6 | ·
CCCN(C)C[C@H]1Oc2ncc(C#CCN(C)C)cc2C(=O)N([C@H](C)CO)C[C@H]1C | · | 8.7
NCCCCCNC(=O)[C@@H]1C[C@@H]2C(=O)NCC(=O)N2[C@@H]1c1cccc(OCCO)c1 | -1.3 | ·
C[C@H](CO)N1C[C@H](C)[C@@H](CN(C)C(=O)c2ccc3ccn(C)c3c2)OCc2cn(nn2)CCCC1=O | -0.6 | 2.4
COC(=O)c1ccccc1NC(=O)CSc1nnc(-c2cc3cccc(OC)c3o2)n1C | 2.9 | -0.4
COc1ccc(NC(=O)CSc2nnc(C)n2-c2ccc(C)c(C)c2)cc1 | -4.8 | 8.5
Clc1ccc(-c2nnc(SCc3ccon3)o2)c(Cl)c1 | 0.8 | -25.7
C/C=C/c1ccc2c(c1)O[C@H](CN(C)Cc1cccnc1)[C@H](C)CN([C@@H](C)CO)S2(=O)=O | · | -2.5
O=C(CN1C(=O)c2ccccc2S1(=O)=O)NCC1CCCO1 (centres undefined) | 0.1 | 14.8
COc1ccc(S(=O)(=O)Nc2ccc3c(c2)CC(=O)N([C@H](C)CO)C[C@@H](C)[C@H](CN(C)C(=O)NC2CCCCC2)O3)cc1 | -2.9 | ·
CCCCCCCCCC(O)C(C)C(O)C(/C=C(\C)C1=CC(=O)C(C)CO1)CO (centres undefined) | -2.2 | -26.6
C[C@H](CO)N1C[C@H](C)[C@H](CN(C)Cc2ccc(Oc3ccccc3)cc2)Oc2ccc(NS(=O)(=O)c3cccs3)cc2CC1=O | 6.8 | ·
Next section
SMILES | STK33 kin inh | mut p53 react
COc1ccc(S(=O)(=O)N(C)C[C@H]2Oc3c(NS(=O)(=O)c4cccs4)cccc3C(=O)N([C@H](C)CO)C[C@@H]2C)cc1 | · | 8.3
COc1ccc(S(=O)(=O)Nc2ccc3c(c2)CC(=O)N([C@@H](C)CO)C[C@H](C)[C@@H](CN(C)C(=O)Nc2cccc4ccccc24)O3)cc1 | -1.3 | ·
C[C@@H]1CCCCO[C@H](CN(C)C(=O)c2ccccc2)[C@@H](C)CN([C@H](C)CO)C(=O)c2cc(NC(=O)c3ccncc3)ccc2O1 | 0.0 | ·
COc1ccc(NC(=O)CN2CCC(C(N)=O)(N3CCCCC3)CC2)c(OC)c1 | 3.4 | -3.8
COc1cccc(C2C(C(=O)c3cccs3)C(=O)C(=O)N2CCN2CCOCC2)c1 (centres undefined) | 1.7 | 0.3
O=[N+]([O-])c1ccc(CSc2nnc(-c3cnccn3)n2-c2ccccc2)cc1 | -3.1 | 1.1
COc1ccc(N=C2SCC(c3ccc(C)cc3)=NN2CCO)cc1 | · | 6.4
Cc1ccc2[nH]c(=O)c(-c3noc(C(C)(C)C)n3)cc2c1 | · | 7.4
Cc1ccc(N(CC(N)=O)S(C)(=O)=O)c(C)c1 | -0.1 | -6.7
COc1ccc(CN(C)C[C@@H]2Oc3ccc(NC(=O)CCN4CCOCC4)cc3C(=O)N([C@@H](C)CO)C[C@H]2C)cc1 | · | -1.3
CCCC(=O)Nc1nc2c(ncn2C2O[C@H]3COP(=O)(O)O[C@@H]3[C@@H]2OC(=O)CCC)c(=O)[nH]1 (some centres undefined) | 0.8 | ·
CC(C)Cn1c(SCC(=O)Nc2ccc(F)cc2F)nc2ccccc2c1=O | -2.7 | ·
CC1(C)CC(=O)C=C(NCC2CCN(C(=S)Nc3ccccc3)CC2)C1 | · | -9.5
C[C@H]1CN([C@@H](C)CO)C(=O)c2cc(NS(=O)(=O)c3ccc(Cl)cc3)ccc2O[C@@H]1CN(C)S(=O)(=O)c1cccs1 | -1.0 | ·
Cc1ccc(S[C@]2(C(=O)NCC(F)(F)F)CC(=O)N(C3CCCCC3)[C@@H]2c2ccc(CO)cc2I)cc1 | -3.0 | ·
CCCC#Cc1cnc2c(c1)C(=O)N([C@H](C)CO)C[C@H](C)[C@H](CN(C)S(C)(=O)=O)O2 | · | -1.5
COc1cc(Cl)c(C)cc1NC(=O)CN(C)S(=O)(=O)c1ccccc1 | 2.1 | -14.2
COC(=O)c1cc(NC(=O)COc2c(C)cc(Cl)cc2Cl)cc(C(=O)OC)c1 | 5.1 | -1.1
O=c1c(O[C@@H]2O[C@H](CO[C@@H]3O[C@H](CO)[C@@H](O)[C@H](O)[C@H]3O)[C@@H](O)[C@H](O)[C@H]2O)c(-c2ccc(O)cc2)oc2cc(O)cc(O)c12 | -0.9 | -74.1
COc1ccc(NS(=O)(=O)c2ccc(I)cc2)cc1N1CCN(C)CC1 | · | -11.7
CC(C)C#Cc1ccc2c(c1)O[C@H](CN(C)Cc1ccccc1)[C@@H](C)CN([C@@H](C)CO)S2(=O)=O | · | -66.7
COC(=O)[C@]1(Cc2ccccc2CN=[N+]=[N-])N=C(c2ccc(OCCCO)cc2)O[C@@H]1c1ccccc1 | ? | ·
C[C@H](CO)N1C[C@H](C)[C@H](CN(C)CC2CCCCC2)Oc2c(NS(=O)(=O)c3ccc(F)cc3)cccc2C1=O | · | 9.1
